Assay outcomes (PubChem)
PI4K2A inh: qHTS for small molecular inhibitors of PI4K2A | 420,000 tested, 0.13% active | Phosphatidylinositol 4-kinase type 2-alpha (Homo sapiens), Q9BTU6 | activity change, negative = inhibition, % at 76.9 µM | purified PI4K2A, ADP-Glo luminescence, 1 h; stronger effect = lower value; in the data active = activity change below about -50%; inconclusive = mostly about -30% to -49%;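 note: -100% = wells without enzyme as full effect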
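Compounds are screened against recombinant PI4K2A using PI as substrate and ATP, the latter dispensed at 300 microM. Reactions run one hour at ambient temperature before ADP-Glo detection; full inhibition defined by wells lacking enzyme.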
USP1-UAF1 inh: Inhibitors of USP1/UAF1: Primary Screen; Potency, µM (highest dose often 57.1 µM), without a hit: at the top dose activity change, negative = inhibition, usual class: inhibitors; Ubiquitin carboxyl-terminal hydrolase 1 (Homo sapiens), O94782; AID 743255, 2014; 390,000 tested, 0.23% active; recombinant USP1/UAF1, Ub-Rhodamine cleavage fluorescence; note: potency is the fitted concentration of half-maximal effect; % is set by controls: 0 for no effect and ±100 for the full control effect; nearly all actives have a fitted effect of over 60% in size; inactives centre near -12
Target sequence (O94782 whole entry, looked up): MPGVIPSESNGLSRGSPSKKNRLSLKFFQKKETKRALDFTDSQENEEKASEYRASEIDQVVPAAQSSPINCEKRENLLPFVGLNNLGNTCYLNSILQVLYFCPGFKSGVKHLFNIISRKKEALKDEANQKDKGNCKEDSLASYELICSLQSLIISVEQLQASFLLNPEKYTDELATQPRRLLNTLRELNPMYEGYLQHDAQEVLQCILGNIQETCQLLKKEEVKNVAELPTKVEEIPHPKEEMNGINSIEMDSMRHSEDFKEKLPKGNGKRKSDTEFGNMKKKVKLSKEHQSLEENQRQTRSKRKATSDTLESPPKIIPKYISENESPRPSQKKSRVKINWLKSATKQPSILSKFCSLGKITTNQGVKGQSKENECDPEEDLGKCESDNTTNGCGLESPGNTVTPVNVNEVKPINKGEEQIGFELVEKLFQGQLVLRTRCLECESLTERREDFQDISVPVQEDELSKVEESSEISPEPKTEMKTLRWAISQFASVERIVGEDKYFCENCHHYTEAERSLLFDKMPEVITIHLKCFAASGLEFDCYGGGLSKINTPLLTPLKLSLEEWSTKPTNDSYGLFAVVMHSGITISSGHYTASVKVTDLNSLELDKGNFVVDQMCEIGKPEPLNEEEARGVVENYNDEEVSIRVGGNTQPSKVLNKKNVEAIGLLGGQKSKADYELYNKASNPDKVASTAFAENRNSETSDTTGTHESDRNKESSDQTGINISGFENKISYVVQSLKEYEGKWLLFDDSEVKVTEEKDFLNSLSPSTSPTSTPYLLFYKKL
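High-throughput fluorogenic screen: 1nM USP1/UAF1 complex, Ub-Rho substrate 150nM final, 50mM HEPES pH 7.8 with 0.5mM EDTA, 0.1 mg/ml BSA, 1mM TCEP and 0.01% Tween-20.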
TrxR1 substrate: qHTS Assay for Substrates of Mammalian Selenoprotein Thioredoxin Reductase 1 (TrxR1): qHTS | purified TrxR1 substrate turnover, NADPH consumption readout | Thioredoxin reductase 1, cytoplasmic (Rattus norvegicus), O89049 | 390,000 tested, 0.01% active | AID 588456, 2011 | Potency, µM (highest dose often 114 µM), without a hit: at the top dose activity change, negative = substrate turnover; note: potency is the fitted concentration of half-maximal effect; % is set by controls: 0 for no effect and ±100 for the full control effect; nearly all actives have a fitted effect of over 50% in size
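Rat TrxR1, dispensed at 90 nM, was prereduced with 400 uM NADPH (final) for 5 min at ~22 deg C, then incubated with compound 15 min before 400 uM selenite. A first-read NADPH fluorescence drop versus no-compound background flagged substrates.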
PGK inhibitor: qHTS Assay to Find Inhibitors of Phosphoglycerate Kinase; 380,000 tested, 0.043% active; Potency, µM (highest dose often 57.5 µM), without a hit: at the top dose activity change, negative = inhibition, most hits filed as inhibitors; PGK/GAPDH coupled, Kinase-Glo luminescence, 60 min; Phosphoglycerate kinase, glycosomal (Trypanosoma brucei brucei), P07378; note: potency is the fitted concentration of half-maximal effect; % is set by controls: 0 for no effect and ±100 for the full control effect; nearly all actives have a fitted effect of over 60% in size
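Recombinant glycosomal PGK reaction used 1,3-bisphosphoglycerate generated in-well by GAPDH (100nM final) in 100mM TEA pH 7.6, 5mM MgCl2, 0.01% Tween-20. After 60 minutes at room temperature, ATP was read by Kinase-Glo Plus luminescence end-point.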
HP1b binding inh: HTS for Inhibitors of HP1-beta Chromodomain Interactions with Methylated Histone Tails | Chromobox protein homolog 1 (Homo sapiens), P83916 | AlphaScreen HP1-beta / biotin-H3K9me3 peptide binding | Potency, µM (highest dose often 114 µM), inactives show at the highest dose activity change, negative = inhibition, usual class: inhibitors | 390,000 tested, 0.56% active | AID 540317, 2011; note: potency is the fitted concentration of half-maximal effect; nearly all actives have a fitted effect of over 70% in size; inactives centre near 23
Target sequence (P83916 whole entry, looked up): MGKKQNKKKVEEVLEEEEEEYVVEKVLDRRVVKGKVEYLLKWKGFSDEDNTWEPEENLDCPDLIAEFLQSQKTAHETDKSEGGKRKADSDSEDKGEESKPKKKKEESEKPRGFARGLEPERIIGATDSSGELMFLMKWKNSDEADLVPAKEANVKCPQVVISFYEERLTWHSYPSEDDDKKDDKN
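HP1-beta protein (50 nM final) preincubated 30 min at room temperature with biotinylated H3(1-18)K9me3 peptide (50 nM) in PBS pH 7.4, 0.01% Tween-20, then compound added for 30 min. AlphaScreen streptavidin donor/nickel chelate acceptor beads (10 ug/mL final), 30 min dark, luminescence read.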
TrxR1 inh: qHTS Assay for Inhibitors of Mammalian Selenoprotein Thioredoxin Reductase 1 (TrxR1): qHTS | AID 588453, 2011 | 390,000 tested, 1% active | Thioredoxin reductase 1, cytoplasmic (Rattus norvegicus), O89049 | recombinant rTrxR1, NADPH fluorescence consumption, selenite substrate | Potency, µM (series often up to 114 µM), for the others: at the top dose activity change, negative = inhibition, hits mostly inhibitors; note: potency is the fitted concentration of half-maximal effect; % is set by controls: 0 for no effect and ±100 for the full control effect; nearly all actives have a fitted effect of over 65% in size
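Rat TrxR1 (90 nM in the dispensed reagent) was pre-reduced with 400 uM NADPH for 5 min at room temperature, then incubated with compound for 15 min. After 400 uM selenite was added, NADPH fluorescence (Ex 340/Em 450 nm) was followed for 8 min.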
Pin1 inh: qHTS Assay to Find Inhibitors of Pin1. Pin1 FP peptide displacement, HiFluor488, 10 min. Potency, µM (top dose mostly 115 µM), without a hit: at the highest dose activity, negative = inhibition, most hits filed as inhibitors. 390,000 tested, 0.009% active. AID 504891, 2011; active = well fitted inhibition curve with a large enough effect in the polarisation, with a control signal flat, not every such curve was filed as active; inconclusive = small, poorly fitted or top-dose-only effect, or effect the other way, or a change in a side signal; inactive = no such curve, though single readings can be large or run the other way; the % refers to the polarisation; note: potency is the fitted concentration of half-maximal effect; % is set by controls: 0 for no effect and ±100 for the full control effect
GLS inh: qHTS for Inhibitors of Glutaminase (GLS); GLS enzymatic activity, qHTS titration; Glutaminase kidney isoform, mitochondrial (Homo sapiens), O94925; 410,000 tested, 0.21% active; AID 624170, 2012; Potency, µM (top dose mostly 45.5 µM), for the others: at the highest dose activity change, negative = inhibition, usual class: inhibitors; note: potency is the fitted concentration of half-maximal effect; % is set by controls: 0 for no effect and ±100 for the full control effect
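hKGA in 45 mM KH2PO4 (pH 8.2), 0.02% Tween-20 with compound, then 1mM L-Glutamine (stock as added) plus glutamate oxidase/HRP/Amplex red coupling mix. Fluorescence read initially and after 30 min at RT; signal change reflects glutamate formation.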
mIDH1 inhibitor: qHTS for Inhibitors of mutant isocitrate dehydrogenase 1 (IDH1): qHTS. Isocitrate dehydrogenase [NADP] cytoplasmic (Homo sapiens), O75874. IDH1-R132H enzyme, NADPH consumption, diaphorase/resazurin fluorescence. Potency, µM (series often up to 76.6 µM), without a hit: at the top dose activity change, negative = inhibition, hits mostly inhibitors. 390,000 tested, 0.093% active. AID 602179, 2012; note: potency is the fitted concentration of half-maximal effect; % is set by controls: 0 for no effect and ±100 for the full control effect; nearly all actives have a fitted effect of over 65% in size
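IDH1-R132H (0.5 ug/mL) preincubated 30 min with compound, then NADPH (0.016 mM) and alpha-KG (2 mM) added; 80 min at RT, pH 7.5. Remaining NADPH coupled via diaphorase/resazurin to fluorescence (540/590 nm); concentration-response curves normalized to no-enzyme control.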
The depositor's hits bear a star; & = joins results of further samples; [ ] = dose if it differs, or a comment. Unless noted, calls come from the whole dose curve; as a rule, active = well fitted curve in the direction sought with a large enough effect; inconclusive = small, poorly fitted or top-dose-only effect, or another doubt; inactive = no such curve, though single readings can be large; an effect the other way counts as inactive or inconclusive. An excerpt; rates above refer to the full screens.

Results for CC(C)(C)c1cc(C(=O)N2CCc3ccccc32)ccn1 ?
PI4K2A inh: -1; USP1-UAF1 inh: 1%; TrxR1 substrate: -8%; PGK inhibitor: -3%; HP1b binding inh: 27%; TrxR1 inh: -22%; Pin1 inh: -6%; GLS inh: 1%; mIDH1 inhibitor: 0%

How did O=C(O)CC(=O)Nc1ccc(Oc2ccc(C(F)(F)F)cn2)c(Cl)c1 do in these assays?
PI4K2A inh: 4; USP1-UAF1 inh: -3%; TrxR1 substrate: -5%[57.1 µM]; PGK inhibitor: 9%; HP1b binding inh: 6%; TrxR1 inh: -4%[57.1 µM]; Pin1 inh: 0%; GLS inh: 1%; mIDH1 inhibitor: -12%

What do the screens show for `CCCCN1C(=O)CC(Nc2ccc(CC)cc2)C1=O` (centres undefined)?
PI4K2A inh: -4; USP1-UAF1 inh: 1%; TrxR1 substrate: 5%[11.4 µM]; HP1b binding inh: 30%; TrxR1 inh: -16%[11.4 µM]; Pin1 inh: 2%; GLS inh: 15%; mIDH1 inhibitor: -1%

What do the screens show for `Nc1cc(=O)nc(SCC(=O)N(C2CCCCC2)C2CCCCC2)n1-c1ccccc1`?
PI4K2A inh: 3; USP1-UAF1 inh: -6%; TrxR1 substrate: -9%; PGK inhibitor: -6%; HP1b binding inh: 11%; TrxR1 inh: 4%; Pin1 inh: 10%; GLS inh: -13%; mIDH1 inhibitor: 2%

What do the screens show for `Cc1ccc(-c2nc(C#N)c(N3CCC(C)CC3)o2)cc1`?
PI4K2A inh: -1; USP1-UAF1 inh: 1%; TrxR1 substrate: 45%[activator]; PGK inhibitor: 7%; HP1b binding inh: inconclusive; TrxR1 inh: 3%; Pin1 inh: 2%; GLS inh: 12%; mIDH1 inhibitor: 6%

How did Cc1nc(C)n(CC(O)COc2ccc3c(c2)CCC3)n1 (centres undefined) do in these assays?
PI4K2A inh: 0; USP1-UAF1 inh: -8%; TrxR1 substrate: 8%; PGK inhibitor: -2%; HP1b binding inh: 18%; TrxR1 inh: 6%; Pin1 inh: -2%; GLS inh: 19%; mIDH1 inhibitor: 8%

Results for CCOCc1nnc(NC(=O)c2cc(OC)cc(OC)c2)s1 ?
PI4K2A inh: -3; USP1-UAF1 inh: -10%; TrxR1 substrate: 4%; PGK inhibitor: inactive; HP1b binding inh: 21%; TrxR1 inh: 26%; Pin1 inh: 14%; GLS inh: 0%; mIDH1 inhibitor: 7%

How did O=C(CSc1nnc(-c2cccs2)n1-c1ccccc1)NCC1CCCO1 (centres undefined) do in these assays?
PI4K2A inh: 4; USP1-UAF1 inh: -13%; TrxR1 substrate: -8%; PGK inhibitor: inactive; HP1b binding inh: 38%[activator]; TrxR1 inh: -6%; Pin1 inh: 2%; GLS inh: 3%; mIDH1 inhibitor: 3%

Results for CCc1ccccc1NC(=O)NNC(=O)c1ccc2ccccc2c1O ?
PI4K2A inh: 6; USP1-UAF1 inh: -11%; TrxR1 substrate: 35%; PGK inhibitor: -7%; HP1b binding inh: 34%; TrxR1 inh: 23%; Pin1 inh: -3%; GLS inh: 26%; mIDH1 inhibitor: -7%

Results for COC(=O)c1ccccc1NC(=O)C1CCN(C(=O)N2CC(C)Oc3ccccc32)CC1 (centres undefined) ?
PI4K2A inh: -2; USP1-UAF1 inh: -19%; TrxR1 substrate: 10%[11.4 µM]; PGK inhibitor: inactive; HP1b binding inh: 25%; TrxR1 inh: 18%; Pin1 inh: -9%; GLS inh: 1%; mIDH1 inhibitor: 14%

Results for Nc1nc(-c2cc(-c3ccccc3)no2)cs1 ?
PI4K2A inh: -8; USP1-UAF1 inh: -22%; TrxR1 substrate: 6%; HP1b binding inh: 31%; TrxR1 inh: 23%; Pin1 inh: 21%; GLS inh: 7%; mIDH1 inhibitor: -3%

How did C[C@@H](NC(=O)c1nc[nH]c1C(=O)NCC(=O)OCc1ccccc1)c1ccccc1 do in these assays?
PI4K2A inh: 3; USP1-UAF1 inh: -28%; TrxR1 substrate: -5%; PGK inhibitor: -2%; HP1b binding inh: 41%[activator]; TrxR1 inh: 10%; Pin1 inh: -7%; GLS inh: -1%; mIDH1 inhibitor: 10%

Results for COc1ccc(N2CSC3=C(C#N)C(c4cc(OC)c(OC)cc4OC)CC(=O)N3C2)c(OC)c1 (centres undefined) ?
PI4K2A inh: -13; USP1-UAF1 inh: inconclusive; TrxR1 substrate: 5%[57.1 µM]; PGK inhibitor: inactive; HP1b binding inh: 20µM*; TrxR1 inh: inconclusive; Pin1 inh: 50%[activator]; GLS inh: 9%; mIDH1 inhibitor: 22%

How did Cc1ccsc1/C=N/N=C1\C(=O)Nc2ccccc21 do in these assays?
PI4K2A inh: 1; USP1-UAF1 inh: -9%; TrxR1 substrate: -19%; PGK inhibitor: 5%; HP1b binding inh: -9%; TrxR1 inh: -19%; Pin1 inh: -7%; GLS inh: 6%; mIDH1 inhibitor: 4%

What do the screens show for `O=C(Nc1ccc2oc(=O)ccc2c1)c1cc2ccccc2o1`?
PI4K2A inh: -11; USP1-UAF1 inh: -9%; TrxR1 substrate: 35%; PGK inhibitor: 4%; HP1b binding inh: 20%; TrxR1 inh: 4%; Pin1 inh: -4%; GLS inh: 3%; mIDH1 inhibitor: 9%

What do the screens show for `COc1ccccc1CNC(=O)C(=O)NCC1OCCCN1S(=O)(=O)c1ccc(F)cc1C` (centres undefined)?
PI4K2A inh: 0; USP1-UAF1 inh: -9%; TrxR1 substrate: -3%; PGK inhibitor: 3%; HP1b binding inh: 18%; TrxR1 inh: 9%; Pin1 inh: 6%; GLS inh: 3%; mIDH1 inhibitor: 1%

How did Nc1cc(N)nc(SCc2cccnc2)n1 do in these assays?
PI4K2A inh: 1; USP1-UAF1 inh: -4%; TrxR1 substrate: 10%; PGK inhibitor: 4%; HP1b binding inh: 23%; TrxR1 inh: 15%; Pin1 inh: 1%; GLS inh: -2%; mIDH1 inhibitor: 0%

What do the screens show for `Cc1ccc(Nc2nc3ccccc3o2)cc1F`?
PI4K2A inh: -9; USP1-UAF1 inh: -13%; TrxR1 substrate: -5%; PGK inhibitor: -11%; HP1b binding inh: -3%; TrxR1 inh: 16%[57.1 µM]; Pin1 inh: -1%; GLS inh: inconclusive; mIDH1 inhibitor: 8%

How did O=C(NC1CCCC1)c1cc(-c2ccccc2)nc2ccccc12 do in these assays?
PI4K2A inh: -1; USP1-UAF1 inh: -21%; TrxR1 substrate: 6%[57.1 µM]; PGK inhibitor: 2%; HP1b binding inh: 58%[activator]; TrxR1 inh: 3%[57.1 µM]; Pin1 inh: -8%; GLS inh: -9%; mIDH1 inhibitor: 5%

Results for C=C1C(=O)O[C@@H]2C[C@@H](C)[C@@H]3C=CC(=O)[C@@]3(C)[C@@H](OC(C)=O)[C@H]12 ?
PI4K2A inh: inconclusive; USP1-UAF1 inh: -20%; TrxR1 substrate: 5%; PGK inhibitor: -9%; HP1b binding inh: 32%; TrxR1 inh: inconclusive; Pin1 inh: 0%; GLS inh: -1%; mIDH1 inhibitor: -2%[38.3 µM]

Results for CCOC(=O)C[C@H]1c2ccc(C(F)(F)F)cc2S(=O)(=O)N1c1ccccc1 ?
PI4K2A inh: -3; USP1-UAF1 inh: 1%; TrxR1 substrate: -8%&-6%; PGK inhibitor: 2%; HP1b binding inh: 65%[activator]; TrxR1 inh: inconclusive; Pin1 inh: inconclusive; GLS inh: 5%; mIDH1 inhibitor: 3%

What do the screens show for `Cc1ccc(C(=O)CNc2ccc(C)cc2C)cc1`?
PI4K2A inh: 4; USP1-UAF1 inh: -20%; TrxR1 substrate: 3%[57.1 µM]; PGK inhibitor: 1%; HP1b binding inh: -15%; TrxR1 inh: 12%[57.1 µM]; Pin1 inh: 1%; GLS inh: -12%; mIDH1 inhibitor: 1%
